# Pf apPOL inh: Pf-apPOL DNA polymerase inhibition; Recombinant Pf-apPOL, molecular beacon fluorescence, 1.5 h; inhibition, % at 10 µM; 210,000 tested, 0.25% active; AID 1794808
# mHTT-CaM PPI inh: mHTT-calmodulin interaction abrogation; P42858; AlphaScreen His-mHTT/GST-CaM binding, luminescence; inhibition, % at 15 µM; 190,000 tested, 3.6% active;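 further: 0% = both proteins with DMSO and 100% = one protein alone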
# An asterisk follows results filed as active; . = no result given; & = joins results of further samples. No stated cut-off is given here; in the data, active means inhibition above about 50%; inactive means the rest.
# Values run as follows: Pf apPOL inh, mHTT-CaM PPI inh
COCCN(Cc1cccs1)C(=O)C1CN(S(C)(=O)=O)CC12CCCCC2 (configuration not stated)
→ -3, 8
COc1ccc(Nc2c3c(nc4ccccc24)CCC3)cc1
→ 8&-30, 13&11
Cc1ccc(C2Nc3ccccc3NC3=C2C(=O)CC(C)(C)C3)o1 (configuration not stated)
→ 6, 22
COc1cc(/C=C2\C(=O)NC(=O)N(c3cccc(C)c3)C2=O)c([N+](=O)[O-])cc1OC
→ -8, 2
O=S(=O)(CC1NCc2ccccc21)NCc1ccc(F)cc1 (configuration not stated)
→ -11, 10
Cc1ccc(C2OC3(C(=O)c4ccccc4C3=O)C3C(=O)N(c4ccccc4Cl)C(=O)C23)cc1 (configuration not stated)
→ -3, 22
O=C(CSc1n[nH]c(=O)n1C1CC1)c1ccc(N2CCOCC2)cc1
→ 4, .
O=C(COc1ccccc1F)Nc1ccc(S(=O)(=O)Nc2nccs2)cc1
→ -4, 5
CCc1nc2c(N)cccn2n1
→ 2, -2
CC(CCc1ccccc1)NC(=O)c1cccnc1 (configuration not stated)
→ 0, -5
COc1ccc(-c2cc(NCC(C)C)n3ncnc3n2)cc1
→ -13, 12
COc1ccc(C=C2SC(=S)N(C(CCSC)C(=O)O)C2=O)cc1OC (configuration not stated)
→ -40, 22
CCCc1cc(=O)[nH]c(SCC(=O)Nc2cccc(F)c2)n1
→ -3, -4
Cn1cc(CC(=O)NCCCN2CCCC2)c2ccccc21
→ 0, 11
Cc1ccccc1NC(=O)c1cccc(Br)c1
→ -1, 0

# Brought forward from above: 7 compounds, followed by the next part.
# Values run as follows: Pf apPOL inh, mHTT-CaM PPI inh
CCc1nc2c(N)cccn2n1
→ 2, -2
CC(CCc1ccccc1)NC(=O)c1cccnc1 (configuration not stated)
→ 0, -5
COc1ccc(-c2cc(NCC(C)C)n3ncnc3n2)cc1
→ -13, 12
COc1ccc(C=C2SC(=S)N(C(CCSC)C(=O)O)C2=O)cc1OC (configuration not stated)
→ -40, 22
CCCc1cc(=O)[nH]c(SCC(=O)Nc2cccc(F)c2)n1
→ -3, -4
Cn1cc(CC(=O)NCCCN2CCCC2)c2ccccc21
→ 0, 11
Cc1ccccc1NC(=O)c1cccc(Br)c1
→ -1, 0
Cn1ncc(I)c1C(=O)Nc1ccc(C2CCCCC2)cc1
→ 3, 3
CCCOC(=O)C1C2C=CC3(CN(CCCOC)C(=O)C13)O2 (configuration not stated)
→ -1, 6
O=[N+]([O-])c1cnc(N2CCOCC2)c(C(F)(F)F)c1
→ -2, .
Cc1nn(-c2ccc(C(=O)N3CCN(c4ccccn4)CC3)cc2)c2c1C(=O)CCC2
→ 1, 13
COc1ccc(CNC(=O)Cc2nnc(-c3ccc(C)cc3)o2)cc1OC
→ -4, -2
CC(C)NC(=O)N1CCCC(c2cccc(C(=O)NCc3ccco3)c2)C1 (configuration not stated)
→ -4, 25
O=C1NC(=S)S/C1=C/c1ccco1
→ ., -2
Cc1oc(C2CCN(C(=O)c3cc4ccccc4[nH]3)CC2)nc1C(=O)N1CCCC1
→ 1, 83*
COc1ccc(-n2nc(C(=O)Nc3ccccn3)c3ccccc3c2=O)cc1
→ 5, 15
CCOc1ccc(N(C(C)C(=O)N2CCN(c3ccccc3OC)CC2)S(C)(=O)=O)cc1 (configuration not stated)
→ -3, 23
CCc1ccc(NC(=O)c2ccc([N+](=O)[O-])cc2)cc1
→ -4, 4
Cc1ccc(CN2C(=O)C(=O)c3cc(Br)ccc32)cc1
→ 0, 51*
COc1ccc(CNC(=O)N2CCC(Nc3cccnc3)C2)cc1 (configuration not stated)
→ 0, 6
COc1ccc(/C=C2\N=C(c3ccc(OC)c(OC)c3)OC2=O)c(OC)c1
→ -6, 0
CCSCCOC(=O)C1=C(C)NC2=C(C(=O)CCC2)C1c1ccc(C)o1 (configuration not stated)
→ ., 2
CC(C)(C)c1cc(N)c(C#N)s1
→ -2, .
O=[N+]([O-])c1cccc(S(=O)(=O)NCCc2ccccc2)c1
→ 4, 2
O=C(NCC1(c2cccs2)CCOCC1)C(=O)Nc1cccc(C(F)(F)F)c1
→ -4, -3
Cc1nc(CCNC(=O)C2CCN(S(=O)(=O)c3ccc(C(C)(C)C)cc3)CC2)cs1
→ -5, 0
CC(C)n1c2ccccc2c2nnc(SCC(=O)Nc3ccc(F)c(F)c3)nc21
→ 6, -3
CC(=O)OCC(CCn1cnc2cnc(N)nc21)COC(C)=O
→ 7, .
O=C(C1CCCN(c2nnc3ccccn23)C1)N1CCN(c2cccc(Cl)c2)CC1 (configuration not stated)
→ -6, 39
CN(C(=O)c1ccccn1)C1(C(=O)NC2CCCC2)CCCCC1
→ -6, -4
Cc1ccc(S(=O)(=O)Nc2cccc(-c3nnc(Cc4cc(F)cc(F)c4)o3)c2)cc1
→ 1, .
Cc1cc(C)cc(NC(=O)Cn2c(C)nc3c(c2=O)CCN(Cc2ccccc2)C3)c1
→ 4, -5
O=C(NCc1ccccc1Cl)c1cc(S(=O)(=O)N2CCCC2)ccc1F
→ -2, 9
O=C(Nc1ccccc1)C1(c2ccccc2)CC1(Cl)Cl (configuration not stated)
→ -4, -11
Cc1ccc(-c2nc3ccccc3s2)cc1NC(=O)c1ccccc1[N+](=O)[O-]
→ 1, 1
CN1CCN(C(=O)C2CCC(=O)N2Cc2ccccc2Cl)CC1 (configuration not stated)
→ -11, -1
Cc1ccc(C(=O)N2CCC(c3nc4ccncc4n3CC(C)C)C2)cc1F (configuration not stated)
→ 4, 13

# Reformatted tab-delimited: 3 of the compounds above
Molecule	Pf apPOL inh	mHTT-CaM PPI inh
O=C(NCC1(c2cccs2)CCOCC1)C(=O)Nc1cccc(C(F)(F)F)c1	-4	-3
Cc1nc(CCNC(=O)C2CCN(S(=O)(=O)c3ccc(C(C)(C)C)cc3)CC2)cs1	-5	0
CC(C)n1c2ccccc2c2nnc(SCC(=O)Nc3ccc(F)c(F)c3)nc21	6	-3

# Other entries follow:
# Values run as follows: Pf apPOL inh, mHTT-CaM PPI inh
CC(C)(C)S(=O)(=O)C(C#N)=Cc1ccsc1
→ -8&-4, .
O=C(Cn1c(=O)[nH]c2ccsc2c1=O)N1CCN(c2ccc([N+](=O)[O-])cc2)CC1
→ 6, -20
CCc1ccc2[nH]c(C)c(CN(C)C)c(=O)c2c1
→ -3, 0
O=C(C=Cc1ccccc1)NNC(=O)CSCc1cccc2ccccc12
→ -4, .
COC(=O)c1ccc2c(=O)n(-c3cccc(C)c3)c(N3CCSCC3)nc2c1
→ 0, -16
CCCN1CCN(C(=O)CCC2CCCN(c3cc(NC4CC4)ncn3)C2)CC1 (configuration not stated)
→ -4, 9
CCCN(CCC)CC(O)COC1CC2CCC1(C)C2(C)C (configuration not stated)
→ 4, -6
N#Cc1ccccc1NC(=O)C(=O)NCC1CCCN1S(=O)(=O)c1cccs1 (configuration not stated)
→ 10, -4
CCS(=O)(=O)N1CCC(n2cnc3c(Cl)cccc3c2=O)CC1
→ -1, -2
CCN(CC)S(=O)(=O)c1cc(C)cc(S(=O)(=O)c2ccc(Cl)cc2)c1C
→ 5, -6
Cc1nnc(Sc2cc(C(=O)NCCN3CCOCC3)c3ccccc3n2)s1
→ -14, -6
CCCCN1CCN(C(=O)C2CCc3nc(N4CCN(C(C)=O)CC4)sc3C2)CC1 (configuration not stated)
→ 0, 14
COc1ccccc1CNC(=O)CNc1ccccc1-c1nc2ccccc2[nH]c1=O
→ -10, 22
O=C1C(=Cc2cccn2-c2ccc(C(F)(F)F)cc2)CSc2ccc(Cl)cc21
→ 8, .
C=CCSc1nnc2c(n1)OC(c1ccc(O)c([N+](=O)[O-])c1)N(C(C)=O)c1ccccc1-2 (configuration not stated)
→ -74, 15
N#C/C(=C\Nc1ccccc1[N+](=O)[O-])c1nc(-c2ccc3c(c2)OCO3)cs1
→ 0, 1
CC(C)NC(=O)c1ccc(OCC2CCCN2C(=O)c2ccoc2)cc1 (configuration not stated)
→ -2, 1
COc1ccc(C2=NOC(C(=O)NCc3ccco3)C2)cc1 (configuration not stated)
→ 3, -6
CCOc1ccc(C(=O)Nc2ccc3c(c2)oc2ccccc23)cc1
→ 2, -4
COc1ccccc1NC(=O)c1ccnc(N2CCC(C(=O)Nc3ccc(F)cc3)CC2)c1
→ 3, -1
Cc1ccc(NC(=O)c2noc3c2CCC3)cc1C
→ -3, 2
Cc1ccc(-n2cc(C(=O)N(C)Cc3ccccc3)nn2)cc1
→ -3, -6
Cc1cc(NC(=O)Cn2cnc3c(nnn3Cc3ccc(F)cc3)c2=O)no1
→ -4, 2
CCN(C)C(=O)C1CN(C(=O)c2ccc(C)cc2)CC1c1cccc(OC)c1 (configuration not stated)
→ -7, 14
Cc1ccc(-n2cnc3cc(C(=O)NC4CCCC4)ccc32)c(C)c1
→ 34, 11
CC1=C(C#N)C(NC(=O)c2ccco2)(C(F)(F)F)C(=O)N1 (configuration not stated)
→ ., 1
COc1ccc(CNC(=O)C2(C)CCCN(C(=O)c3cccc(Cl)c3)C2)cc1 (configuration not stated)
→ -9, -6
O=[N+]([O-])c1ccc(S(=O)(=O)N2CC3C4C=CC(C4)C3C2)cc1 (configuration not stated)
→ 8, 4
CC1=C(C(=O)Nc2ccc(F)cc2F)C(c2cccnc2)C2=C(CC(c3ccccc3)CC2=O)N1 (configuration not stated)
→ 6, 6
COc1cccc(C2CC(c3ccccc3)n3nc(N)nc3N2)c1 (configuration not stated)
→ 1, 2
CC1=CC(C)(C)N(C(=O)C(C)N2C(=O)c3ccccc3C2=O)c2c(C)cc(C)cc21 (configuration not stated)
→ 2, 7
CN(C)C(=O)C(C)(C)Oc1cc(C(F)(F)F)n(C)n1
→ 0&-5, .
COc1ccc(N2CCCS2(=O)=O)cc1NS(C)(=O)=O
→ -4, -9
O=C(NC1CC2CC1N(C(=O)Cc1ccsc1)C2)c1ccccc1 (configuration not stated)
→ -8, 4
O=C(CCCN1C(=O)c2cccnc2C1=O)N1CCN(c2cccc(Cl)c2)CC1
→ -24, 22
CN(CC1CCCO1)S(=O)(=O)c1ccc(C(=O)Nc2ccccc2Cl)cc1 (configuration not stated)
→ -8, -6
CN(Cc1ccsc1)C(=O)c1cccc(C#N)c1
→ -2, 3
C[C@H]1[C@H](c2ccccc2)Oc2ccc(Cl)cc2S(=O)(=O)N1C[C@@H]1CCCN1C(=O)OC(C)(C)C
→ -1, -10
CCOc1ccccc1NC(=O)c1ccc(OCC)c([N+](=O)[O-])c1
→ -14, -6
CC(C)C1C(=O)N(Cc2cn(Cc3ccco3)nn2)CCS(=O)(=O)N1Cc1ccc(-c2ccc(F)cc2)cc1 (configuration not stated)
→ -5, 69*
N#Cc1c(C(F)(F)F)cc(-c2cccs2)nc1SCC(=O)NCc1ccccc1
→ 2, -2
O=C(NC(=S)NNC(=O)c1ccco1)c1ccccc1
→ -242, .
COc1ccc(/C=C2\SC(=O)N(CCCC(=O)Nc3cccc(O)c3)C2=O)cc1
→ -4, 21
CC(C)CNC(=O)C1CCN(c2cccc(Br)c2)C1=O (configuration not stated)
→ -1, -4
Cc1cc(C)cc(N2CCC(C(=O)NCc3ccccc3)C2=O)c1 (configuration not stated)
→ -2, -2
Cc1ccc(NC(=O)c2cc(S(=O)(=O)N3CC(C)CC(C)C3)ccc2F)cc1C (configuration not stated)
→ 2, 0
COC(=O)N1CCc2c(sc(NC(=O)c3ccccc3S(C)(=O)=O)c2C#N)C1
→ -4, -9
Cc1ccc(S(=O)(=O)N2CCc3nc(NC(=O)c4ccc(F)cc4)sc3C2)cc1
→ -4, 8
Cc1ccc(-c2n[nH]c(=O)c3ccccc23)cc1S(=O)(=O)NC(C)(C)CO
→ 0, -2
COc1cc(OC)cc(N2CCN(Cc3ccc(F)cc3)C(C)C2=O)c1 (configuration not stated)
→ -5, 79*
CCCCc1[nH]nc2c1C(c1ccc(OCCN3CCOCC3)c(OCC)c1)C(C#N)=C(N)O2 (configuration not stated)
→ 3, 23
O=C(CN1C(=O)S/C(=C\c2c(Cl)cccc2Cl)C1=O)Nc1cccnc1
→ -4, 35
Cc1cccc2sc(OC3CCN(C(=O)c4ccc(Cl)s4)CC3)nc12
→ -5, -44
CCOc1cccc2cc(C(=O)N3CCOCC3)oc12
→ -27, 0
Cc1ccc(CSCc2ccc(C(=O)NCc3cccnc3)o2)cc1
→ -21, 15
CCN(C1CCCCC1)S(=O)(=O)c1ccc(C(=O)Nc2cc(C)no2)cc1
→ -2, -4
NC(=O)C1CCN(c2ncnc3c2nc2n3CCCC2)CC1
→ -3, -5
Cc1ccccc1-c1onc(C)c1C(=O)NCc1ccc(C(F)(F)F)cc1
→ 3, 39
COc1ccc(Cl)cc1S(=O)(=O)N1CCC(Cc2nc3cccnc3n2C(C)C)C1 (configuration not stated)
→ 4, 15
COc1cc(NC(=O)COc2cccc(C)c2)c(OC)cc1Cl
→ 10, -14

# (continued)
# Values run as follows: Pf apPOL inh, mHTT-CaM PPI inh
CC1CCCCN1S(=O)(=O)c1ccc(I)cc1 (configuration not stated)
→ 3, -36
O=c1c2ccccc2nc(-c2ccccc2F)n1Cc1c(F)cccc1F
→ -6, -6
COC(=O)c1ccc(C=C2Oc3cc(OC(C)=O)ccc3C2=O)cc1
→ 4, 2
Cc1nc2c(ccc3nc(NC(=O)c4cnccn4)sc32)s1
→ 0, -2
CCc1ccc(/C=c2\sc3nc(-c4ccccc4)nn3c2=O)cc1
→ 6, 14
COc1ccccc1N1CCN(C(=O)CN(c2ccccc2)S(=O)(=O)c2ccc(C)cc2)CC1
→ -9, 32
O=C(NCCC1CCN(C(=O)c2ccccc2)CC1)c1ccc(Br)o1
→ 1, 49
Cc1nc(-c2ccccc2)sc1C(=O)N1CCOCC1
→ -5, 0
Cc1ccc(N2CC(C(=O)Nc3ccc(Cl)cc3)CC2=O)cc1 (configuration not stated)
→ 0, -6
COc1ccc(CN2CCN(Cc3cccc(F)c3)CC2)c(OC)c1OC
→ 5, -3
CC1CCN(CC2CCN(S(=O)(=O)c3ccccc3F)CC2)CC1
→ 0, 2
